Source: PubChem
HCV inh – inhibitors of hepatitis C virus infection | Potency, µM (titrated, usually from 41.8 µM), without a hit: top-dose activity change, negative = inhibition, most hits filed as inhibitors | 340,000 tested, 3.4% active | Huh7.5.1 HCVcc-Cre infection, luciferase reporter, 44 h; further: potency means the concentration at half of the fitted maximal effect
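A cell-based infection assay in which seeded cells (1,000 per well) receive test compound after 4 h, are inoculated with HCVcc-Cre at approximately 0.5 moi, and are incubated 44 h before luminescence detection.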
AmpC no deterg – AmpC beta-lactamase inhibition without detergent; P00811; AmpC nitrocefin hydrolysis, absorbance 480 nm, 0.0001% Triton; Potency, µM (titrated, usually from 57.1 µM), for inactives: at the top dose activity change, negative = inhibition, hits mostly inhibitors; 330,000 tested, 0.52% active; AID 485341;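 further: potency means the concentration at half of the fitted maximal effect; plate controls were no compound for no effect and no enzyme for full effect; nearly all actives have a fitted effect of over 20% in size; some results filed as inactive show a strong effect at the top dose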
Target sequence (P00811 whole entry, looked up): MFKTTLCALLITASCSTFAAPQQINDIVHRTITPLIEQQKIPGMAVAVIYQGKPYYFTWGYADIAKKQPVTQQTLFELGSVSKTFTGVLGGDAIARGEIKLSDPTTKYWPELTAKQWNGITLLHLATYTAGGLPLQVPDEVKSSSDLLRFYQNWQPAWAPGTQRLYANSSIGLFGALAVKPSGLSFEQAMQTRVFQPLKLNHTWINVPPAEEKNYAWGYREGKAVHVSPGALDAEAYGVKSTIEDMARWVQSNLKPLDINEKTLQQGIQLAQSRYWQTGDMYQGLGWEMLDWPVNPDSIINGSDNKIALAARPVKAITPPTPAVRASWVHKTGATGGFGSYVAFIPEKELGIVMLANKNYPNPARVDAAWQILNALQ
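20 mM phosphate pH 7.0 + 0.01% (detergent screen) or 0.0001% Triton X-100; 5.3 nM AmpC reagent; cpd preinc 15 min RT; nitrocefin (800 uM stock) to start; A480 q20 s × 4 min; Activity was normalised to no-enzyme and no-compound control wells.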
Giardia FBPA inh – blocks Giardia fructose-bisphosphate aldolase activity | 290,000 tested, 0.71% active | AID 2451 | A8B2U2 | purified Giardia FBPA | Potency, µM (titrated, usually from 59.6 µM), for inactives: at the top dose activity, negative = inhibition, actives largely listed as inhibitors; further: potency means the concentration at half of the fitted maximal effect; nearly all actives have a fitted effect of over 55% in size
Target sequence (A8B2U2 whole entry, looked up): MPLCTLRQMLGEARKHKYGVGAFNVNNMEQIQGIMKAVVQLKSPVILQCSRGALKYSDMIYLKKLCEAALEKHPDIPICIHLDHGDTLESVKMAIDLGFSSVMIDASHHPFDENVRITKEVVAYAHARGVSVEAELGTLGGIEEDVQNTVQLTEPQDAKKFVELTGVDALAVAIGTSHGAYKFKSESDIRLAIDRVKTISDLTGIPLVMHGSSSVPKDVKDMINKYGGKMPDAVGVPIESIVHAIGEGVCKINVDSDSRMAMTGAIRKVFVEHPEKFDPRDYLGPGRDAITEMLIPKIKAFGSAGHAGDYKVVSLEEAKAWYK
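Giardia FBPA (40 nM reagent) was preincubated 10 min at RT with compound (up to 57.5 uM final), then substrate plus GAPDH/TPI/NAD/arsenate coupling system with diaphorase/resazurin was added; resorufin fluorescence (525/598 nm) was read after 20 min.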
Sm TGR inh – inhibitors of Schistosoma mansoni thioredoxin glutathione reductase; Q962Y6; purified TGR, DTNB reduction, TNB absorbance 405 nm; Potency, µM (series often up to 114 µM), for the others: at the top dose activity change, negative = inhibition, usual class: inhibitors; 360,000 tested, 3% active; further: potency means the concentration at half of the fitted maximal effect; nearly all actives have a fitted effect of over 60% in size
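First, TGR (20 nM dispensed) and NADPH were mixed with compound. Second, a 15 min room-temperature incubation followed. Third, further NADPH and then DTNB were added to start the reaction. Finally, TNB absorbance was monitored kinetically.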
HCMV antiviral – human cytomegalovirus inhibition; HFF cells, HCMV-luciferase reporter, 72 h; hits give low values; 410,000 tested, 4.5% active; activity change, negative = inhibition, % at 57.5 µM; in the data active means activity change below about -60%; inconclusive means no clear call, values can overlap the other calls; inactive means above about -39%
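Two-dose cell screen: HFF monolayers treated with compounds and infected with luciferase-expressing HCMV at 1 PFU/cell, 72 h at 37C, then lysed for luciferase measurement.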
AmpC detergent – AmpC beta-lactamase inhibition with detergent present. P00811. AmpC hydrolysis of nitrocefin, absorbance 480 nm, 0.01% Triton. Potency, µM (top dose mostly 114 µM), without a hit: at the top dose activity change, negative = inhibition, usual class: inhibitors. 370,000 tested, 0.041% active;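 further: potency means the concentration at half of the fitted maximal effect; 0% = no-compound wells and -100% = no-enzyme wells; nearly all actives have a fitted effect of over 25% in size; some results filed as inactive show a strong effect at the top dose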
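20 mM phosphate pH 7.0 + 0.01% (detergent screen) or 0.0001% Triton X-100; 5.3 nM AmpC reagent; cpd preinc 15 min RT; nitrocefin (800 uM stock) to start; A480 q20 s × 4 min; Activity was normalised to no-enzyme and no-compound control wells.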
Starred values were filed as active, the others as inactive; ? = inconclusive; nt = no result given; & = joins results of further samples; [ ] = remark or other dose. Unless noted, the call rests on the fitted dose curve; in most records, active means well fitted curve in the direction sought with a large enough effect; inconclusive means small, poorly fitted or top-dose-only effect, or another doubt; inactive means no such curve, though single readings can be large; an effect the other way counts as inactive or inconclusive. Unless noted, on the % scale 0 is the no-effect control and ±100 the full control effect.

| Structure | HCV inh | AmpC no deterg | Giardia FBPA inh | Sm TGR inh | HCMV antiviral | AmpC detergent |
| --- | --- | --- | --- | --- | --- | --- |
| Cc1noc(C)c1NC(=O)N(C)C[C@H]1Oc2c(NC(=O)C3CCCCC3)cccc2C(=O)N([C@H](C)CO)C[C@@H]1C | 4µM* | 11% | nt | nt | -3 | nt |
| CC1(/[N+]([O-])=C/c2ccccc2F)CCCCC1=O (configuration not stated) | 7% | -21% | 1% | 0% | -9 | 1% |
| O=C(O)c1cccc(N/N=C/c2ccc(F)c(F)c2)c1 | 1% | -10% | -1% | -9% | 33 | -1% |
| Clc1ccccc1-c1nn2c(COc3ccccc3)nnc2s1 | 3% | -17% | 14% | 11% | 19 | ? |
| Cc1cc(OCC(O)CNC(C)c2ccccc2)ccc1C(C)C (configuration not stated) | ? | 27% | -24% | -2% | -4 | ? |
| O=C(c1ccccc1)N1CCn2c1nc1ccccc12 | 6% | -9% | 4% | 0% | -27 | 1% |
| COc1cc(C(=O)OCCN2CCCCC2)ccc1O | 19% | -15% | 3% | 5% | 3 | -3% |
| Nc1ccccc1SCC(=O)N1CCc2ccccc21 | ? | -45% | -4% | 22% | 138 | 0% |
| Cc1ccc(CNC(=O)c2cnc(-c3ccccn3)nc2C(F)(F)F)cc1 | -10% | 0% | 11% | 4% | 1 | 0% |
| O=C(NCSC1=NCCS1)c1ccccc1 | 1% | -35% | 0% | 1% | 49 | -9% |
| COc1ccc(OC)c(NC(=O)C2=C(C)NC(=O)NC2c2cccs2)c1 (configuration not stated) | 15% | ? | -7% | 1% | -27 | 1% |
| Cn1nnc(NC(=O)/C=C/c2ccco2)n1 | 12% | -31% | 1% | 8.9µM* | -20 | 3% |
| N#Cc1c(-c2ccc3c(c2)OCO3)ccn2nc(-c3cccc(C(F)(F)F)c3)nc12 | ? | -19% | 4% | 4% | -20 | -3% |
| CCN(C[C@H]1N[C@@](C)(C(=O)OC)[C@H]2C(=O)N(Cc3ccccc3)C(=O)[C@@H]12)C(=O)C1CCCCC1 | 32%[activator][8.37 µM] | 143%[activator] | nt | nt | -35 | nt |
| CCNC(=O)c1oc2c(c1C)C(=O)CC(C)(C)C2 | -2% | -5% | 6% | -7% | -17 | -2% |
| CCCOc1ccc(/C=C/C(=O)Nc2sc(C)c(C)c2C(=O)OCC)cc1OC | nt | nt | nt | -2% | -5 | -9% |
| CC/C(=N\NC(=S)NC(C)C)c1ccc(OC)c(OC)c1 | ? | -8% | -27% | 1% | -29 | -2% |
| COc1ccc2nc(N/C(N)=N/C(=S)Nc3ccc(C)c(C)c3)nc(C)c2c1 | 4µM* | -23% | 10% | 1% | nt | ? |
| CCOC(=O)c1ccc(NS(=O)(=O)c2cn(C)cn2)cc1 | -12% | -7% | 13% | -6% | -37 | -5% |
| O=c1n(Cc2ccc(F)cc2)nc2n1-c1cc(Cl)ccc1OC2 | nt | nt | nt | 9% | -1 | 3% |
| CCC1(C)CC(CCNCc2ccc(N(C)C)cc2)(c2ccc(F)cc2)CCO1 (configuration not stated) | ? | 88%[activator] | 0% | -5% | -28 | -7% |
| O=C(NCCc1ccc(F)cc1)c1cccs1 | -10% | -27% | -6% | 0% | 40 | ? |
| CC1=C(C(N)=O)C(c2ccccn2)n2nc(SCc3ccccc3Cl)nc2N1 (configuration not stated) | 16% | -4% | -1% | 5% | 24 | 7% |
| O=C(Nc1ccccc1Cl)c1ccccc1Cl | 4% | -4% | 4% | 5% | ? | -3% |
| O=C(c1cc(COc2c(F)cccc2F)on1)N1CCN(C2CCCCC2)C(=O)C1 | -1% | 87%[activator] | 8% | -7% | ? | -2% |

Three compounds from above, arranged by SMILES length, falling:
| Structure | HCV inh | AmpC no deterg | Giardia FBPA inh | Sm TGR inh | HCMV antiviral | AmpC detergent |
| --- | --- | --- | --- | --- | --- | --- |
| CCNC(=O)c1oc2c(c1C)C(=O)CC(C)(C)C2 | -2% | -5% | 6% | -7% | -17 | -2% |
| O=C(c1ccccc1)N1CCn2c1nc1ccccc12 | 6% | -9% | 4% | 0% | -27 | 1% |
| Nc1ccccc1SCC(=O)N1CCc2ccccc21 | ? | -45% | -4% | 22% | 138 | 0% |

Next section.
| Structure | HCV inh | AmpC no deterg | Giardia FBPA inh | Sm TGR inh | HCMV antiviral | AmpC detergent |
| --- | --- | --- | --- | --- | --- | --- |
| COc1cc(OC)cc(C(=O)N2CCC(c3ccncc3)CC2)c1 | nt | nt | nt | 1% | 6 | 8% |
| CC/C(C)=N/Nc1nc2c(c(=O)[nH]c(=O)n2C)n1Cc1ccccc1 | -20% | 20% | -18% | ? | 81 | -2% |
| COc1ccc(CNC(=O)Nc2cccs2)cc1OC | 1% | -23% | -6% | -2% | 27 | -12% |
| Cc1ccc(-c2n[nH]c3c2C(c2ccccc2Cl)N(c2ccc(C(=O)O)cc2)C3=O)cc1 (configuration not stated) | nt | nt | nt | 3% | -24 | -1% |
| CCN1CCN(C(=O)CCNC(=O)Cn2ccc3ccccc3c2=O)CC1 | 8% | -12% | -2% | 17% | 33 | -2% |
| COCCCNC(=S)NCCNc1nc2c(C)c(C)ccc2cc1C#N | ? | 123%[activator] | -8% | -9% | ? | -2% |
| CCCCc1c(O)nc(SCC(=O)N2CCCCC2)[nH]c1=O | 32%[activator] | -12% | 12% | 5% | 20 | -12% |
| CNc1nc(-c2ccccc2)nnc1C(F)(F)F | -8% | -1% | 3% | 3% | -12 | -13% |
| CCN(CC)CC(=O)Nc1c(Br)ccc2c1OCO2 | ? | -26% | -9% | -25% | -12 | -15% |
| Cn1c(=O)c2c(nc(CN3CCN(Cc4ccccc4)CC3)n2Cc2ccccc2)n(C)c1=O | 11% | 10% | 5% | -19% | nt | ? |
| O=C(COc1ccc2c3c(c(=O)oc2c1)CCC3)Nc1ccc(CN2CCOCC2)cc1 | -3% | 1% | nt | 0% | -32 | -3% |
| COc1ccccc1CN1CC(=O)N2CSC[C@H]2C1=O | 5% | -3% | -2% | -23% | -37 | -8% |
| CCCCC1NC(=S)N(C2CCCCC2)C1=O (configuration not stated) | 10% | -21% | 1% | -8% | -27 | -2% |
| Cn1c(=S)n(C)c2ccccc21 | 6% | -19% | -4% | 1% | 13 | ? |
| COc1ccc(NC(=O)CSc2ccccc2)cc1S(=O)(=O)N1CCCCC1 | -17% | -25% | 0% | 2% | ? | ? |
| CCC(=O)c1ccccc1OCC(=O)Nc1c(C)cccc1C | 4% | -9%[11.4 µM] | 2% | -2% | 46 | ? |
| COc1ccc(Cl)cc1NC(=O)Cn1c(=O)c(-c2ccccc2NC(C)=O)nc2ccccc21 | nt | nt | nt | 17% | 22 | 21% |
| CN1N=C2c3ccccc3CCCC2C1c1ccc(F)cc1 (configuration not stated) | 12% | -1% | 1% | 6% | 48 | 3% |
| Cc1cc(C)c2nc(N3CCC(C(=O)NCc4ccccn4)CC3)sc2c1 | 1% | 197%[activator] | 1% | 3% | 14 | 1% |
| Oc1ccc(N=Cc2ccc(O)c(O)c2)cc1 | -3% | -49% | 1.6µM* | 22µM* | nt | -14% |
| Cc1ccccc1C(=O)N1CCC(C(=O)Nc2ccc(C(C)C)cc2)CC1 | ? | 162%[activator] | nt | 8% | -15 | 9% |
| CNC(=O)c1csc(-c2cccs2)n1 | 12% | -1% | 1% | 9% | -25 | ? |
| COc1cc(S(=O)(=O)Nc2c(C)nn(C)c2C)ccc1NC(C)=O | 9% | -14% | nt | -1% | -2 | -7% |
| CC(=O)c1ccc(NS(=O)(=O)c2ccc(-n3cccn3)cc2)cc1 | nt | nt | nt | -9% | 3 | -1% |
| COCCOC(=O)C1=C(C)NC(=S)NC1/C=C/c1ccccc1 (configuration not stated) | -12% | -11% | -13% | -7% | -14 | -13% |

Compounds shown so far with an aryl thioether with sulfur outside any ring, in the order listed:
| Structure | HCV inh | AmpC no deterg | Giardia FBPA inh | Sm TGR inh | HCMV antiviral | AmpC detergent |
| --- | --- | --- | --- | --- | --- | --- |
| Nc1ccccc1SCC(=O)N1CCc2ccccc21 | ? | -45% | -4% | 22% | 138 | 0% |
| CC1=C(C(N)=O)C(c2ccccn2)n2nc(SCc3ccccc3Cl)nc2N1 (configuration not stated) | 16% | -4% | -1% | 5% | 24 | 7% |
| CCCCc1c(O)nc(SCC(=O)N2CCCCC2)[nH]c1=O | 32%[activator] | -12% | 12% | 5% | 20 | -12% |
| COc1ccc(NC(=O)CSc2ccccc2)cc1S(=O)(=O)N1CCCCC1 | -17% | -25% | 0% | 2% | ? | ? |

The main list resumes, starting two compounds before the break.
| Structure | HCV inh | AmpC no deterg | Giardia FBPA inh | Sm TGR inh | HCMV antiviral | AmpC detergent |
| --- | --- | --- | --- | --- | --- | --- |
| CC(=O)c1ccc(NS(=O)(=O)c2ccc(-n3cccn3)cc2)cc1 | nt | nt | nt | -9% | 3 | -1% |
| COCCOC(=O)C1=C(C)NC(=S)NC1/C=C/c1ccccc1 (configuration not stated) | -12% | -11% | -13% | -7% | -14 | -13% |
| CCc1ccc(-n2nc(C)c3c(C(=O)Nc4cc(OC)cc(OC)c4)cc(C)nc32)cc1 | nt | nt | nt | 16% | -10 | 2% |
| CSc1ncc(C(=O)Nc2ccccc2)cn1 | -1% | -18% | 5% | 2% | -31 | ? |
| O=C(O)c1cc(NC(=O)c2cccc(C(=O)Nc3cc(C(=O)O)cc(C(=O)O)c3)c2)cc(C(=O)O)c1 | 3% | -29% | 10% | 9% | 7 | 0% |
| O=C(c1ccc(Cl)cc1)C1CCCN(C(=O)/C=C/c2ccccn2)C1 (configuration not stated) | 4% | 44% | 7% | 5% | 6 | ? |
| Cc1cc(N=Nc2ccccc2)c(NCC(O)C(O)C(O)CO)cc1C (configuration not stated) | 10% | 152%[activator] | -17% | -1% | -5 | 8% |
| CN(c1ccccc1)C(CNS(=O)(=O)c1ccccc1)c1ccccc1 (configuration not stated) | nt | nt | nt | 1% | -1 | 15% |
| CC(CNC(=O)Cc1ccc(NC(=O)N2CCSc3ncccc32)cc1)c1ccccc1 (configuration not stated) | nt | nt | nt | -1% | 0 | -6% |
| O=C1CCCN1CN(C(=O)c1ccccc1)c1ccccc1 | 32%[activator] | -15% | -3% | -3% | -1 | -12% |
| CCc1ccccc1NC(=O)c1ccc(S(=O)(=O)N2CCCC2)cc1 | -14% | -22% | nt | 6% | -15 | 5% |
| O=C(O)Cn1c(=S)sc2ccccc21 | 9% | -27% | 5% | nt | 48 | 4% |
| O=C(NN1CCOCC1)c1cccc(COc2cccc(Br)c2)c1 | 6% | 96% | 2% | 11% | 82 | ? |
| O=C(Cn1c(N2CCN(c3ccccc3)CC2)nc2ccccc21)c1ccccc1 | 0%&13% | -16% | 0% | -10% | -14 | -2% |
| Cc1ccccc1NC(=O)c1ccc(NC(=O)C2CCCO2)cc1 (configuration not stated) | 9% | -17% | 11% | 11% | nt | 1% |
| O=[N+]([O-])c1ccc(Sc2cccc[n+]2[O-])c2nonc12 | 10µM* | -25% | 0.35µM* | 0.28µM* | -106* | -10% |
| CC(=O)c1ccc(S(=O)(=O)N2CCC3(CC2)OCCO3)cc1 | 16% | 2% | nt | -1% | -24 | 1% |
| COc1ccc(CCNC(=O)c2ccc(NS(=O)(=O)c3c(C)noc3C)cc2)cc1OC | -5% | -13% | 23% | 8% | 55 | -4% |
